KDM5B inh: inhibitors of human KDM5B histone demethylase. Q9UGL1. KDM5B demethylase, FDH-coupled NADH fluorescence (FDH is formaldehyde dehydrogenase). Potency, µM (doses to about 57.7 µM), inactives show top-dose activity change, negative = inhibition, actives largely listed as inhibitors. hit rate 2.6% among 220,000. AID 1347165; active = well fitted inhibition curve with a large enough effect; inconclusive = small, poorly fitted or top-dose-only effect; inactive = no such curve, though single readings can be large or run the other way; also: 0% is about no effect; nearly all actives have a fitted effect of over 70% in size
Target sequence (Q9UGL1 whole entry, looked up): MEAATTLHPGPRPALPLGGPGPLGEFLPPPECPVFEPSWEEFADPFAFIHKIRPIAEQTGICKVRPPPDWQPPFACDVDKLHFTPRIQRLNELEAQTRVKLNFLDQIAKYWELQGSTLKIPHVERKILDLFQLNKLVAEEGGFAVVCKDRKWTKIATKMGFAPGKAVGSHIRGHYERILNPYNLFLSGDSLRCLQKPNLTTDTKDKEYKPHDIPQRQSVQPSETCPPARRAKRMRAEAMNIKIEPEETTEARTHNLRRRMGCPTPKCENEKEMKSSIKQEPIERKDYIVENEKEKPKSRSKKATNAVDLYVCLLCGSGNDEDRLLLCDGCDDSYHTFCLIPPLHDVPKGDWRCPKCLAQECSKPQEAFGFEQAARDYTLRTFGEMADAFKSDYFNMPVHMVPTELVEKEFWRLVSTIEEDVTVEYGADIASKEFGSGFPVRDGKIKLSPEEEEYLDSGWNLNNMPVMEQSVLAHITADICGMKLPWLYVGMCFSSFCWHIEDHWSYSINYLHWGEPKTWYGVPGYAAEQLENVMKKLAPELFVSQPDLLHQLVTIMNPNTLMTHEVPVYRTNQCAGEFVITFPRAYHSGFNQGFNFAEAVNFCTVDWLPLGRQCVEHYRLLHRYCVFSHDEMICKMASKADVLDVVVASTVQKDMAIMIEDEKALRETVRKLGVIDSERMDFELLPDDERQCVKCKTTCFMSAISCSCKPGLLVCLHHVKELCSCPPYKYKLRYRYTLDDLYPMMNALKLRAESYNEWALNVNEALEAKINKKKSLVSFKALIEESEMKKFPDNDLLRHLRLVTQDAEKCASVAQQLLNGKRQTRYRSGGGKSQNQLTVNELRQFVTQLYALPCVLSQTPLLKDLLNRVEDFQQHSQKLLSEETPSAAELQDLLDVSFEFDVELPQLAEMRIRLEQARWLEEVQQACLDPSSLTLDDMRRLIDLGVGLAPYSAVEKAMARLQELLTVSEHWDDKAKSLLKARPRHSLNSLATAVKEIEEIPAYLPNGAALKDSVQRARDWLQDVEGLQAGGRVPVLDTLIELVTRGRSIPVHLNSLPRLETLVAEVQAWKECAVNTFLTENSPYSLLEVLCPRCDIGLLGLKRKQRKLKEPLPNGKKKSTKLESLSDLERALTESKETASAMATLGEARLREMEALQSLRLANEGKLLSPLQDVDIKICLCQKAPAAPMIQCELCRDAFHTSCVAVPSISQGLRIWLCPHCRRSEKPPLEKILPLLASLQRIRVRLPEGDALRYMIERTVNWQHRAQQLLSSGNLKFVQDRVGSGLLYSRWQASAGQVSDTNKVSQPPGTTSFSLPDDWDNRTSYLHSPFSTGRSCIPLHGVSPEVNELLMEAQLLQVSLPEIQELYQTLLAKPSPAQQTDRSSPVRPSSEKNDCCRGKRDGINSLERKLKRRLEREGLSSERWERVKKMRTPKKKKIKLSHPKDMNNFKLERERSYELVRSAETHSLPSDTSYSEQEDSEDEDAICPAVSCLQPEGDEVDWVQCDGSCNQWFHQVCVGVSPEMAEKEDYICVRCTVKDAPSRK
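Inhibition is measured as reduced NADH fluorescence generation from FDH coupling to formaldehyde release. Truncated KDM5BΔAP at 200 nM final acts on H3K4me3 peptide (12.5 µM in substrate mix) in pH 7.5 HEPES buffer with Tween-20, 30 min, room temperature.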
* hit, by the source's call; ? = inconclusive; [ ] = another dose, or the depositor's remark. Potency is read from the fitted curve at half-maximal effect.

SMILES	KDM5B inh
O=C(Cn1ccn2nc(-c3ccccc3)c(CO)c2c1=O)N1CCc2ccccc21	?
COc1cc(-c2cnc3n[nH]c(-c4ccc(F)cc4C)c3n2)ccn1	?
COc1ccc(CN2CCc3ncc(C(=O)NCCOc4ccccc4)n3CC2)cn1	8%[86.2 µM]
O=C(NC1CCCN(c2cc(-c3ccc(F)cc3)[nH]n2)C1)c1ccsc1 (centres undefined)	-21%
O=C(c1cccnc1)N1CCC(OC2CCN(Cc3ccccc3)CC2)CC1	-20%
Cc1ccc(NC(=O)/C(=C\c2ccco2)NC(=O)c2ccco2)cc1	?
Cc1ccc2nc(CSc3ccccc3NS(=O)(=O)c3c(C)noc3C)cc(=O)n2c1	-23%
Cc1ccc2oc(=O)c(S(=O)(=O)c3ccc(F)c(C)c3)cc2c1	?
Cc1cccc(Cn2c(SCc3ccc(C(=O)N4CCCCCC4)cc3)nc3ccncc32)c1	-9%
Cc1ccc(C2Cn3nnc(C(=O)N4CCC(C(=O)NCc5ccccc5Cl)CC4)c3CO2)cc1 (centres undefined)	24%
O=C(c1cc(F)cc(F)c1)N1C[C@@H](CO)[C@H](c2nc(C3CC3)no2)C1	21%
Cc1ccc(S(=O)(=O)N2CCC(n3cnnc3C3CC3)CC2)cc1Cl	8%
O=C(NCCCN1CCOCC1)c1ccc(N2CC3CC(C2)[C@H]2CCCC(=O)N2C3)nc1 (some centres undefined)	-28%
COc1cccc2[nH]c(C(=O)N3CCC(c4nnc5ccccn45)CC3)cc12	-5%
O=C(c1cccc(F)c1)N1CCOC[C@H](Oc2cccnc2)C1	5%[86.2 µM]
Cc1nn(Cc2ccc(C(=O)N3CCN(C(=O)c4ccco4)CC3)o2)c(C)c1[N+](=O)[O-]	-1%
CCN(CCc1nc2ccc(C)cc2[nH]1)C(=O)c1ccccc1C1CCNC1 (centres undefined)	-18%
CCOc1ccccc1CN1CCC2(CCN(C(=O)c3ccccc3C)CC2)Oc2ccccc21	-21%
COc1ccc(OC)c(C2CCCN2C(=O)NCCn2ccnc2)c1 (centres undefined)	4%
COC(=O)C1=C(C)N=C2SC=C(CC(=O)NCC3CCCO3)N2C1c1cc(OC)ccc1OC (centres undefined)	-22%
COc1ccc2oc(CNC(=O)C3CCN(CC(N)=O)CC3)nc2c1	-21%
CNC(=O)C1(N2CCC[C@H]2C(=O)NCC2CC2)COC1	-11%[115 µM]
Cc1ccc(Cl)cc1N1CCN(C(=O)C2CCC(CNS(=O)(=O)c3cccs3)CC2)CC1 (centres undefined)	-13%
Cc1cc(C)n2nc(C(=O)OC(C)C(=O)c3c(C)[nH]c4ccccc34)nc2n1 (centres undefined)	-5%
CC(C)Cc1nc2ccc(NC(=O)C[C@H]3NC(=O)c4ccccc4NC3=O)cc2[nH]1	20%

Sorted by length of the SMILES (low to high): 6 of the compounds above
SMILES	KDM5B inh
O=C(c1cccc(F)c1)N1CCOC[C@H](Oc2cccnc2)C1	5%[86.2 µM]
COc1ccc2oc(CNC(=O)C3CCN(CC(N)=O)CC3)nc2c1	-21%
Cc1ccc2oc(=O)c(S(=O)(=O)c3ccc(F)c(C)c3)cc2c1	?
COc1ccc(CN2CCc3ncc(C(=O)NCCOc4ccccc4)n3CC2)cn1	8%[86.2 µM]
CCOc1ccccc1CN1CCC2(CCN(C(=O)c3ccccc3C)CC2)Oc2ccccc21	-21%
Cc1cc(C)n2nc(C(=O)OC(C)C(=O)c3c(C)[nH]c4ccccc34)nc2n1 (centres undefined)	-5%

Next section:
SMILES	KDM5B inh
CCOc1ccc(-c2cc(NC(=O)Nc3ccccc3C(F)(F)F)c(C(=O)OC)s2)cc1	?
CNC(=S)NNC(=O)CSCc1ccccc1	14%
CC(CCNC(=O)c1cc(S(N)(=O)=O)ccc1F)N1CCN(C)CC1 (centres undefined)	-21%
Cc1nc2ccccc2nc1SCC(=O)N(C)C(C)c1ccc(F)cc1 (centres undefined)	9%
Cc1noc([C@H]2CCN(C(=O)Nc3ccccc3F)C[C@H]2NC(=O)C2CC2)n1	25%
CC(C(=O)N1CCCC1)N1CCN(S(=O)(=O)c2ccccc2)CC1 (centres undefined)	2%
CN(C(=O)CSc1nc2ccccc2n1Cc1ccccc1C#N)c1ccccc1	-18%
O=C(Cc1cccc2cccnc12)NCC1CC1	19%
CCOc1ccc(NC(=O)Cn2nc(-c3ccncc3)ccc2=O)cc1	-5%
COc1cc(/C=C2\SC(=S)N(NC(=O)c3ccccc3OC)C2=O)ccc1O	-3%
Cc1ccoc1C(=O)N1CC[C@@H]2CN(S(C)(=O)=O)[C@@H]2C1	-24%
COc1ccc(CCNC(=O)c2ccc(CS(=O)(=O)Cc3cccc(C)c3)o2)cc1OC	6%
CCOC(=O)c1ccccc1NC(=O)c1sc2ncn(Cc3cccc(F)c3)c(=O)c2c1C	-6%
CCS(=O)(=O)N1CCCC(c2nc(-c3ccccc3)no2)CCNC(=O)CC1 (centres undefined)	-12%
O=C(Nc1ccccc1)c1ccc(S(=O)(=O)NCc2cccnc2)cc1	7%
CC(O)CNS(=O)(=O)c1cccc(C(=O)Nc2cccc3c2CCC3)c1 (centres undefined)	16%
CCNc1cc(Nc2c(C)n(C)n(-c3ccccc3)c2=O)c([N+](=O)[O-])c2nonc12	1%
CC(=O)CC1(O)C(=O)Nc2ccc(F)cc21 (centres undefined)	10%
O=C(CCl)NC(NC(=O)CCl)c1ccccc1	-8%
O=C(CCc1ncc(-c2ccc(F)cc2F)o1)Nc1ccc(Cl)cc1	-10%
CCOC(=O)c1ccccc1NC(=O)Cn1c(=O)n(Cc2nc(-c3ccccc3)no2)c(=O)c2ccccc21	0%
CN(C)CCNC(=O)c1n[nH]c2c1CN(C(=O)c1ccc(F)cc1F)CC2	-12%
COc1ccc(S(=O)(=O)N(CC(=O)NCCSc2ccccc2)c2ccc(C)cc2)cc1	-28%
Cc1csc2ncnc(N3CCN(C(=S)Nc4ccc(C(F)(F)F)cc4)CC3)c12	-29%
Nc1c(-c2nc(-c3cccs3)no2)nnn1-c1cccc(Cl)c1	1%
SMILES	KDM5B inh
CCOc1ccc(NC(=O)CN2CCN(C3CCCCC3)C(=O)C2=O)cc1	-27%
O=C(N(Cc1ccc2cc[nH]c2c1)C1CC1)C12CC3CC(CC(C3)C1)C2	-13%
CC(=O)NC1(C)CCN(Cc2ccc(-c3ccc(N4CCOCC4)cc3)cc2)C1 (centres undefined)	28µM*
CC(C)(C)C(=O)N1CCCC(c2nn(-c3ccc(F)cc3)c(=O)[nH]2)C1 (centres undefined)	5%
Cc1nn(-c2ccccc2)c(C)c1-c1nnc(-c2c(C)nn(-c3ccccc3)c2C)o1	?
O=C(CSc1nc(-c2ccc(F)cc2)[nH]c1-c1ccccc1)NCC1CCCO1 (centres undefined)	0%
CCC(c1cccs1)N1C(=O)[C@H]2CN(C)C[C@H]2C1=O (some centres undefined)	38%[activator]
Cc1cc(C(=O)NNS(=O)(=O)c2ccc(C(C)(C)C)cc2)nn1C(C)(C)C	5%
O=C(NC(Cc1ccccc1)C(=O)N1CCN(c2ncccn2)CC1)c1ccco1 (centres undefined)	-23%
COc1ccc(-n2cc(C(=O)OCc3ccc(F)c(F)c3)c3ccccc3c2=O)cc1	-18%
Cc1occc1-c1nnc(SCC(=O)O)n1-c1ccccc1	5%
Nc1[nH]c(/C=C2/CCCCC2n2[nH]c(=O)n(-c3ccccc3)c2=O)c(Cc2ccccc2)[n+]1Cc1ccccc1 (centres undefined)	?
Cn1c(COc2ccc(Cl)cc2)nnc1SCC(=O)c1ccc[nH]1	24%
Cc1cc2nc3n(c(=O)c2n1CC(=O)Nc1ccc2c(c1)OCO2)CCCC3	8%
COc1ccccc1CCC(=O)N1C[C@H](c2nc(-c3cccnc3)no2)[C@@H](C)C1	-18%
CNC(=O)c1cccc(NC(=O)c2cccc3cccnc23)c1	12%
Cc1nc2ccccc2c(C)c1CC(=O)NC1CCCCCC1	-11%
Cc1cc(Nc2ccc(C)c(C)c2)n2cnnc2n1	-7%
NC(=O)c1ccc(NC(=O)C(F)(OC(F)(F)C(F)(F)C(F)(F)F)C(F)(F)F)cc1 (centres undefined)	-8%
Fc1ccc(CN2CCCC3(CC(c4cccc(C(F)(F)F)c4)=NO3)C2)cc1 (centres undefined)	-22%
Cc1ccc2c(c1)c(=O)c1ccccc1n2CCCC(=O)Nc1ccc(Cl)cc1C	?
O=C(N[C@H]1[C@H](O)[C@H](O)C[C@@H]1c1ccncc1)c1ccccc1	-15%[86.2 µM]
O=c1cc(-c2ccccc2)n2c(SCc3ccc([N+](=O)[O-])cc3)nnc2[nH]1	7%
CCN(CC)S(=O)(=O)c1cc(NC(=O)CCNC(=O)c2ccco2)ccc1C	32%
O=C(NC1CC1)[C@@H]1C[C@H](Oc2ccccc2)CN1C(=O)CN1CCCCCC1	-26%

Exported as labelled records: part of the list above
SMILES: CCOc1ccc(-c2cc(NC(=O)Nc3ccccc3C(F)(F)F)c(C(=O)OC)s2)cc1
  KDM5B inh: ?
SMILES: COc1ccc(-n2cc(C(=O)OCc3ccc(F)c(F)c3)c3ccccc3c2=O)cc1
  KDM5B inh: -18%
SMILES: NC(=O)c1ccc(NC(=O)C(F)(OC(F)(F)C(F)(F)C(F)(F)F)C(F)(F)F)cc1 (centres undefined)
  KDM5B inh: -8%
SMILES: Cc1csc2ncnc(N3CCN(C(=S)Nc4ccc(C(F)(F)F)cc4)CC3)c12
  KDM5B inh: -29%

Next part
SMILES	KDM5B inh
Cc1cn2nc(C(=O)NC3CCCCCC3)cc2c(N2CCCC2)n1	6.3µM*
CNC(=O)[C@@H]1C[C@H](Oc2ccccc2)CN1S(=O)(=O)c1cccs1	-6%
CCN(CC)c1ccc(NC(=O)Nc2ccccc2)cc1	17%
Cc1ccc(C)c(NC(=O)c2cc(S(=O)(=O)N3CCN(c4cccc(Cl)c4)CC3)ccc2F)c1	?
COc1ccc(C(C2C(=O)CC(C)(C)CC2=O)C2C(=O)CC(C)(C)CC2=O)cc1	?
COc1ccc(-n2nc3n(c2=O)CCN(Cc2ccc(C(F)(F)F)cc2)C3)cc1	?
COc1ccc(-c2noc([C@@H]3C[C@H](NS(=O)(=O)c4ccc(OC)cc4)CN3C)n2)cc1	-12%
CC(=O)c1c(C)[nH]c(C(=O)C(C)Sc2ccc(C(F)(F)F)cn2)c1C (centres undefined)	14%
O=C(Nc1cccn2nc(C3CCC3)nc12)c1ccc(F)cc1Cl	-2%
O=C(CCNS(=O)(=O)c1ccc2c(c1)CCN2C(=O)C1CC1)N1CCN(c2ccccc2F)CC1	-24%
Cc1ccc(COC(=O)c2[nH]c3c(c2C)C(=O)CC(c2ccc(N(C)C)cc2)C3)cc1 (centres undefined)	-5%
COCC(=O)N1CCC2(CC1)Cc1ccccc1NC2=O	1%[86.2 µM]
N#Cc1ccc(-n2nc(C3CCOCC3)nc2C2(C(N)=O)CC2)cc1	-14%
CC(=O)N1CCN(C(=O)CNC(=O)c2ccc(Br)o2)CC1	-47%
COc1cc(OC)c(NC(=O)Nc2cccc(OCc3cc(=O)n4ccccc4n3)c2)cc1Cl	-8%
COCCCNC(=O)CSc1nc(-c2ccc(OC)cc2)[nH]c1-c1ccc(OC)cc1	-1%
CCC(CC)N1CC(Oc2cccc(C(=O)NCC3CC3)c2)C1	-13%
COc1ccc(Cl)cc1NC(=O)CN(C)S(=O)(=O)c1ccc2c(c1)CCCN2C(C)=O	4%
Cc1ccccc1NC(=O)CCc1c(C)nc2c(c1C)c(=O)n(C)c(=O)n2C	-25%
COCCOCC1(CNCC2CCCC2)C[C@@H](O)[C@@H](O)C1 (some centres undefined)	16%[86.2 µM]
CCc1ccc2oc(C(=O)NCC(c3ccco3)N3CCOCC3)cc(=O)c2c1 (centres undefined)	1%
CCOc1cc(CNCCSc2nnnn2C)cc(Cl)c1OCc1ccc(Cl)cc1	?
Cc1ccccc1N(C)S(=O)(=O)c1nnc(NC(=O)C(C)C)s1	-2%
O=C([C@@H]1C[C@H](Oc2ccccc2)CN1C(=O)c1ccncc1)N1CCCC1	17%
COCCNC(=O)C(NC(=O)C1CCCC1)C1CCN(C(=O)c2cccs2)CC1 (centres undefined)	-12%
SMILES	KDM5B inh
O=C1NC(C(=O)N2CCc3ccccc3C2)Cn2cccc21 (centres undefined)	4%
COC(=O)Cc1c(C)c2ccc(OCc3ccccc3F)c(C)c2oc1=O	?
O=C(CSc1nc(C2CC2)n(-c2ccccc2)n1)N1CCN(c2ccc(O)cc2)CC1	?
COc1ccc(C2=NC(C)(C)N(CC(=O)Nc3ccc(F)c(F)c3)C2=O)cc1	-24%
CCc1ccc(S(=O)(=O)N(C(=O)Oc2ccccc2)c2ccc3oc(C)c(C(=O)OC)c3c2)cc1	-18%
Cc1ccc(-c2cc(C(=O)OCc3ccc(-c4ccccc4)cc3)c3ccccc3n2)cc1	-6%
CCc1ccccc1NS(=O)(=O)c1ccc(-c2coc(C)n2)cc1	-39%
CCOc1cc(CN2CCCC2c2ccc(F)cc2)ccc1OCC(N)=O (centres undefined)	-19%
CN(Cc1ccccc1)Cc1cc(CC2(NCc3ccc(N(C)C)cc3)COC2)no1	2%[86.2 µM]
O=C(NCC1(c2ccccc2)CCC1)c1n[nH]c(=O)c2ccccc12	22%
O=C(NCC1CC1)C1CCCN(c2nc3ncccc3o2)C1 (centres undefined)	?
Cc1ccc(C(=O)c2ccccc2C(=O)OCC(=O)c2cccs2)cc1C	15%
CC(C)c1ccc(NC(=O)Cn2cc(S(=O)(=O)Cc3ccccc3Cl)c3ccccc32)cc1	-25%
Cc1ccc2cc(COC(=O)c3ccco3)c(=O)[nH]c2c1	-22%
O=C(C1CCc2nnc(C3CCN([S+](=O)([O-])c4ccccc4)CC3)n21)N1CCOCC1 (centres undefined)	3%[115 µM]

Rewritten as comma-separated lines: part of the list above
Structure,KDM5B inh
CC(=O)c1c(C)[nH]c(C(=O)C(C)Sc2ccc(C(F)(F)F)cn2)c1C (centres undefined),14%
CNC(=O)[C@@H]1C[C@H](Oc2ccccc2)CN1S(=O)(=O)c1cccs1,-6%

Compound activity (PubChem BioAssay)

A portion of the library; the hit share may differ from the screen's.
